aSyn rescue: qHTS of alpha-syn Inhibitors | Potency, µM (titrated, usually from 46.1 µM), inactives show at the top dose growth rescue (activation), hits mostly activators | Yeast expressing alpha-synuclein, growth rescue, BacTiter-Glo, 24 h | 370,000 tested, 0.14% active; note: potency is the fitted concentration of half-maximal effect; % of control where 0% means no effect; nearly all actives have a fitted effect of over 65% in size
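Screening used galactose-induced yeast with toxic alpha-synuclein levels, exposed to compound for 24 hr at 30 deg C. Cell growth, read with BacTiter-Glo luminescence, gave the measured signal.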
DRD3 agonist: qHTS of D3 Dopamine Receptor Agonist: qHTS; D(3) dopamine receptor (Homo sapiens), P35462; D3R DiscoveRx beta-arrestin cells, luminescence, 90 min; max activation, %; 410,000 tested, 0.58% active; AID 652048, 2013; in the data active = max activation above about 30%; note: 0% is about no effect; mostly tested at two doses, the higher about 12 µM
Target sequence (P35462 whole entry, looked up): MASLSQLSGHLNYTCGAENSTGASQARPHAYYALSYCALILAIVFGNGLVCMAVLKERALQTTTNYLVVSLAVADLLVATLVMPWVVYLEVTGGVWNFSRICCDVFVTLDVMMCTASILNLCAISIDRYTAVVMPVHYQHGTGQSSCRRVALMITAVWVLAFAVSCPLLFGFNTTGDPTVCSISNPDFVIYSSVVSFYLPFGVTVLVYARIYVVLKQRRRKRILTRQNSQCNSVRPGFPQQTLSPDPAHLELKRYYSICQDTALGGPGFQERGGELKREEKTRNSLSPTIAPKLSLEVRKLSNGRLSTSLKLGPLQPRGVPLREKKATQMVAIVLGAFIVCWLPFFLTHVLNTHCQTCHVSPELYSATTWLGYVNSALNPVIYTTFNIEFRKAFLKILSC
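Cells at 1500/well, incubated overnight, then treated with pinned compounds (dopamine as control) for 90 min at 37 degrees C. DiscoveRx reagent added for 30 - 60 minutes at room temperature; luminescence read.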
TDP43 rescue: qHTS of TDP-43 Inhibitors. Potency, µM (titrated, usually from 46.1 µM), without a hit: top-dose growth rescue (activation), most hits filed as activators. TDP-43 expressing yeast growth rescue, BacTiter-Glo, 24 h. 410,000 tested, 1.8% active; note: potency is the fitted concentration of half-maximal effect; % of control where 0% means no effect; nearly all actives have a fitted effect of over 50% in size
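Yeast expressing TDP-43 (pregrown in raffinose, seeded at OD600=0.02 in galactose medium) exposed to compounds 24 hr at 30 deg C. Growth read by BacTiter-Glo luminescence; rescue of toxicity appears as increased signal.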
GLP-1R inv ag: qHTS of GLP-1 Receptor Inverse Agonists (Inhibition Mode). HEK293 GLP-1R CRE-luciferase, luminescence, 24 h; GLP-1R form is constitutively active. Potency, µM (doses to about 38.3 µM), inactives show at the top dose activity change, negative = inhibition, most hits filed as inhibitors. 410,000 tested, 1.6% active. AID 624417, 2012; note: potency is the fitted concentration of half-maximal effect; % is set by controls: 0 for no effect and ±100 for the full control effect; nearly all actives have a fitted effect of over 55% in size
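Inverse agonism was detected as reduced cAMP-driven luciferase luminescence after 24 h compound treatment. The cells were HEK293 clones expressing constitutively active human GLP-1R with the reporter. Reporter-only and GPR119 cell lines served as counterscreen controls.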
KB-V1 MDR tox: qHTS assay for MDR1-selective chemotherapeutics: Primary screen using the drug-selected MDR subline cells KB-V1; KB-V1 MDR cells viability, CellTiter-Glo, 72 h; Potency, µM (doses to about 46.1 µM), for the others: at the top dose activity change, negative = cytotoxicity, actives largely listed as cytotoxic; 400,000 tested, 3.4% active; AID 1347076, 2019; note: potency is the fitted concentration of half-maximal effect; % is set by controls: 0 for no effect and ±100 for the full control effect; nearly all actives have a fitted effect of over 60% in size
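Compound-treated KB-V1 multidrug-resistant cells, 72 h, 37 degrees C; viability by CellTiter-Glo. Fitted qHTS curves give the values.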
HEK293 tox: qHTS of GLP-1 Receptor Inverse Agonists: Cytotox Screen; HEK293 cAMP-luciferase reporter cells, luminescence, 24 h; Potency, µM (doses to about 38.3 µM), for the others: top-dose activity change, negative = inhibition, most hits filed as inhibitors; 410,000 tested, 0.13% active; AID 624418, 2012;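 note: loss of luciferase light is scored as toxicity; potency is the fitted concentration of half-maximal effect; % is set by controls: 0 for no effect and ±100 for the full control effect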
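To flag toxic compounds, the library was rerun on cells for 24 hr at 37 deg C and 5% CO2. Viability-linked luminescence was captured 12 min after adding luciferase detection reagent.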
PTHR1 ag: qHTS for PTHR1 Agonists: Primary Screen | Parathyroid hormone/parathyroid hormone-related peptide receptor (Homo sapiens), Q03431 | AID 743266, 2014 | HEK293 GP2 PTHR1 cells, GloSensor cAMP luminescence, 1 h | 410,000 tested, 0.075% active | Potency, µM (series often up to 115 µM), inactives show top-dose activation, actives largely listed as activators; note: potency is the fitted concentration of half-maximal effect; nearly all actives have a fitted effect of over 55% in size; some results filed as inactive show a strong effect at the top dose; inactives centre near -15; many of its hits are not listed in these tables
Target sequence (Q03431 whole entry, looked up): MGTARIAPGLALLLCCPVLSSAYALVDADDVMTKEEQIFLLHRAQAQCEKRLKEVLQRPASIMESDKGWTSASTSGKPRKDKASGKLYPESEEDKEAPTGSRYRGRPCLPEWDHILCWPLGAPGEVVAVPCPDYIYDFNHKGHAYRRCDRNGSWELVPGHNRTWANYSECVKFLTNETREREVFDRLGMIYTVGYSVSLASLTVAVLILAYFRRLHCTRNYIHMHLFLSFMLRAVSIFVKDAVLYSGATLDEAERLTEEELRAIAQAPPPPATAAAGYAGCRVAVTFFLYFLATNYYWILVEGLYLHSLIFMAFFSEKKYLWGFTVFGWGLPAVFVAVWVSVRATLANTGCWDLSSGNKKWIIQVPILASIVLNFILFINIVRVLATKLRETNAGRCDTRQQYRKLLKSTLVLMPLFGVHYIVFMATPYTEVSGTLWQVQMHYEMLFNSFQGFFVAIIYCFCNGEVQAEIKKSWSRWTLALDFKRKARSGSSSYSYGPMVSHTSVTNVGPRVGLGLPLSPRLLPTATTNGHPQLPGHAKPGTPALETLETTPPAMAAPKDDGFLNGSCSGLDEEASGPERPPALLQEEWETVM
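HEK-293-derived GP2 cells expressing PTHR1 and a GloSensor cAMP reporter, 3,000/well, plated overnight, given luciferin plus IBMX (each 0.5 mM as added) for 1 h at 37 °C, then compound for 1 h at 37 °C. Luminescence was read after 15 min at room temperature.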
GLP1R ag: qHTS of GLP-1 Receptor Agonists; Glucagon-like peptide 1 receptor (Homo sapiens), P43220; HEK293 GLP-1R CRE-luciferase, luminescence, 4-6 h; cells express a hypersensitive GLP-1R form; Potency, µM (highest dose often 45.6 µM), for inactives: at the top dose activation, actives largely listed as activators; 380,000 tested, 0.007% active; note: potency is the fitted concentration of half-maximal effect; % of control where 0% means no effect
DRD3 antagonist: qHTS of D3 Dopamine Receptor Antagonist: qHTS; max response, negative = inhibition, %; D3R cells, DiscoveRx beta-arrestin luminescence, antagonist mode; stronger effect = lower value; 360,000 tested, 2.5% active; D(3) dopamine receptor (Homo sapiens), P35462; in the data active = max response below about -50%; inconclusive = no clear call, values can overlap the other calls; note: % is set by controls: 0 for no effect and ±100 for the full control effect; mostly tested at two doses, the higher about 12 µM
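Cells plated overnight at 1500 cells/well, then exposed to library compounds with dopamine controls for 90 minutes at 37 degrees C. DiscoveRx reagent added for 30–60 minutes at room temperature; luminescence read, quantitative HTS format.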
* = called active by the depositor; i = inactive; ? = inconclusive; . = no result given; [ ] = another dose, or the depositor's remark. Unless noted, calls come from the whole dose curve; as a rule, active = well fitted curve in the direction sought with a large enough effect; inconclusive = small, poorly fitted or top-dose-only effect, or another doubt; inactive = no such curve, though single readings can be large; an effect the other way counts as inactive or inconclusive. This is a subset, so the mix of outcomes need not match the whole.

entry	SMILES	aSyn rescue	DRD3 agonist	TDP43 rescue	GLP-1R inv ag	KB-V1 MDR tox	HEK293 tox	PTHR1 ag	GLP1R ag	DRD3 antagonist
1	Cc1sc2ncnc(N3CCCCC3C)c2c1C (stereo not given)	0%	-1	16%	?	0%	3%	-33%[inhibitor]	11%	8
2	CCOC(=O)C1CCN(C(=O)/C=C/c2cc(OC)c(OC)c(OC)c2)CC1	-2%	2	23%	2%	0%	-3%	-9%	4%	0
3	CCCN(CC(=O)Nc1ccccc1C)C(=O)c1cc2ccccc2oc1=O	-9%	-2	13%	9%	-19%	3%	i	-2%	2
4	O=Cc1ccc(Oc2ncccn2)cc1	4%	5	-5%	7%	-2%	0%	-6%	1%	2
5	O=C(NC1CCCC1)C1(c2ccccc2)CCN(S(=O)(=O)c2ccccc2)CC1	-3%	4	-8%	10%	-4%	-3%	-24%	-10%	14
6	CC(=O)NC(Cc1cccc(C)c1)C(=O)NC1CCN(S(=O)(=O)c2ccccc2)CC1 (stereo not given)	-1%	2	-12%	-3%	0%	7%	i	4%	2
7	CC(NS(=O)(=O)c1ccc(F)cc1)C(c1cccs1)N1CCOCC1 (stereo not given)	-4%	0	-14%	-9%	-9%	20%	i	-3%	-4
8	CON(C)C(=O)C[C@@H]1C[C@H](OC(=O)c2ccc([N+](=O)[O-])cc2)CN1C(=O)OC(C)(C)C	-5%	1	17%	3%	0%	5%	i	-3%	-22
9	COc1ccc(CN2CCNC(=O)C2CC(=O)NC2CC(C)(C)CC(C)(C)C2)cc1OC (stereo not given)	0%	-3	15%	10%	-4%	6%	i	11%	16
10	CCCCCn1c(=O)[nH]c2cc(C(=O)NCc3ccc4c(c3)OCO4)ccc2c1=O	-6%	0	-13%	4%	2%	-8%	18%[57.5 µM]	-15%	-12
11	COc1ccc(C(=O)OCC(=O)c2ccc(F)cc2)cc1OC	-3%	-9	?	7%	-5%	13%	i	14%	-16
12	CCOC(=O)C(CC)Sc1nnc2cc(C)c3ccccc3n12 (stereo not given)	-9%	4	18%	-20%	-28%	-6%	i	4%	-15

Structures shown so far with a halogen:
entry	SMILES	aSyn rescue	DRD3 agonist	TDP43 rescue	GLP-1R inv ag	KB-V1 MDR tox	HEK293 tox	PTHR1 ag	GLP1R ag	DRD3 antagonist
7	CC(NS(=O)(=O)c1ccc(F)cc1)C(c1cccs1)N1CCOCC1 (stereo not given)	-4%	0	-14%	-9%	-9%	20%	i	-3%	-4
11	COc1ccc(C(=O)OCC(=O)c2ccc(F)cc2)cc1OC	-3%	-9	?	7%	-5%	13%	i	14%	-16

(list continues)
entry	SMILES	aSyn rescue	DRD3 agonist	TDP43 rescue	GLP-1R inv ag	KB-V1 MDR tox	HEK293 tox	PTHR1 ag	GLP1R ag	DRD3 antagonist
13	Cc1cc(C)n(CCC(=O)N2c3ccccc3CC2C)n1 (stereo not given)	-5%	0	4%	-34%	-7%	0%	-1%	5%	-8
14	COc1ccc(N2CCN(CCNC(=O)CCN3C(=O)COc4ccccc43)CC2)cc1	0%	-4	-12%	2%	-4%	-9%	-3%[57.5 µM]	-3%	-7
15	O=C(Nc1ccccc1-c1ccccc1)c1cccs1	-3%	-11	?	?	-11%	-3%	i	7%	1
16	CC(=O)N/N=C/c1cc(C)n(-c2ccc(Br)cc2)c1C	14%	0	?	-18%	?	16%[1.53 µM]	i	4%	-9
17	C[C@H](CO)N1C[C@H](C)[C@@H](CN(C)C(=O)Nc2ccccc2)Oc2ncc(C#CC3CCCCC3)cc2C1=O	3%	-3	20%	?	-1%	-1%	i	-2%	-3
18	CCN(c1ccccc1)S(=O)(=O)c1ccc(Cl)c(NC(=O)CSc2n[nH]c(N)n2)c1	-5%	-7	23%	-5%	-11%	14%	-12%	8%	?
19	Cc1ccc(Cl)cc1-c1cc(C(=O)NCc2cccc(Cl)c2)[nH]n1	1%	-15	?	?	0%	-2%	i	-4%	?
20	C=C(C)CSc1nnc(-c2cc(OC)c(OC)c(OC)c2)n1N	0%	-4	-3%	0%	5%	2%	-13%	-1%	22
21	COc1ccc(N2CCN(C(=O)CCS(=O)(=O)c3ccc(C)cc3)CC2)cc1	-1%	-3	15%	8%	?	13%	-17%	-2%	-19
22	Cc1nnc(SC(C)C(=O)Nc2ccc3c(c2)OCCO3)s1 (stereo not given)	2%	-1	-9%	-2%	-26%	?	-18%[57.5 µM]	1%	10
23	Cc1cccc(/C=C2/C(=O)/C(=C/c3ccccc3C)C3CCC2N3C)c1 (stereo not given)	-3%	-4	10%	0%	0%	2%	-4%	-3%	0
24	COc1ccccc1NS(=O)(=O)c1ccc2[nH]c(=O)[nH]c2c1	1%	1	-7%	11%	-6%	11%	-2%	7%	-7
25	COc1ccc(S(=O)(=O)n2nc(-c3ccco3)nc2NCc2ccc(C(C)C)cc2)cc1	.	-1	?	?	-13%	-18%	-20%	.	.
26	COc1ccc(C(=O)N2CCN(S(=O)(=O)c3ccc4c(c3)OCCO4)CC2)cc1	0%	2	25%	-7%	1%	2%	-20%	-2%	9
27	Cc1cc(N)n2nc(-c3ccc(C(C)(C)C)cc3)cc2n1	-13%	-5	6%	?	?	-11%	-26%	1%	94
28	CC(C)OCCCNC(=O)C(=O)N/N=C/c1ccc(OCc2ccccc2)cc1	1%	7	16%	23%	15%	18%	-19%	-1%	-5
29	CC(C)C1COC(c2cccn2Cc2ccccc2Cl)=N1 (stereo not given)	-7%	-9	10%	?	-4%	-1%	-10%	11%	-20
30	COc1ccccc1/C=C/C(=O)OCC(=O)NC1CC1	-3%	5	-7%	15%	15%	-13%	i	1%	-1
31	CCc1nnc(NC(=O)c2oc3ccccc3c2COC(C)C)s1	0%	1	0%	-9%	-10%	-4%	i	0%	6
32	COC(=O)C1=CN(c2ccc(F)cc2)C(N)=C(C#N)C1c1cccc(F)c1 (stereo not given)	10%	-6	1%	?	8.2µM*	?	i	.	-19
33	COC(=O)c1cc(C(=O)OC)cc(N2C(=O)CC(NNC(=O)c3ccc(C)cc3)C2=O)c1 (stereo not given)	12%	2	-14%	-11%	27%	12%	20%	1%	45
34	Cc1[nH]ncc1Nc1ccccc1C(C)C	2%	3	?	0%	13%	0%	-1%	0%	20
35	COc1ccc(-c2nc(C#N)c(N3CCN(c4cccc(Cl)c4)CC3)o2)cc1OC	-1%	-3	2%	-1%	-7%	7%	-18%[57.5 µM]	1%	26
36	O=C(NC1CCCCCC1)C1CCN(S(=O)(=O)c2ccc(F)cc2)CC1	5%	-5	-10%	-1%	-28%	0%	-28%	1%	-7

Quoted at random: 3 compounds from above
entry	SMILES	aSyn rescue	DRD3 agonist	TDP43 rescue	GLP-1R inv ag	KB-V1 MDR tox	HEK293 tox	PTHR1 ag	GLP1R ag	DRD3 antagonist
34	Cc1[nH]ncc1Nc1ccccc1C(C)C	2%	3	?	0%	13%	0%	-1%	0%	20
26	COc1ccc(C(=O)N2CCN(S(=O)(=O)c3ccc4c(c3)OCCO4)CC2)cc1	0%	2	25%	-7%	1%	2%	-20%	-2%	9
29	CC(C)C1COC(c2cccn2Cc2ccccc2Cl)=N1 (stereo not given)	-7%	-9	10%	?	-4%	-1%	-10%	11%	-20

Next section:
entry	SMILES	aSyn rescue	DRD3 agonist	TDP43 rescue	GLP-1R inv ag	KB-V1 MDR tox	HEK293 tox	PTHR1 ag	GLP1R ag	DRD3 antagonist
37	O=C(CN1CCCCCC1)N/N=C/c1ccc(Cl)c(Cl)c1	3%	-1	2%	-8%	12%	-5%	-29%	18%	2
38	Cc1cc(CC(=O)O)c(C)cc1CC(=O)O	0%	5	-5%	?	?	-3%	-2%[57.5 µM]	-2%	0
39	O=C(COc1ccc2ccccc2c1)N/N=C/c1ccccn1	7%	1	0%	9%	?	19%	-16%	6%	10
40	O=C(Cn1c(=O)n(Cc2ccc(F)cc2)c(=O)c2sc3ccccc3c21)Nc1ccc(F)cc1F	2%	3	28%	15%	.	-13%	i	.	.
41	CCc1sc(Nc2ccc(C)cc2Br)nc1-c1cc2cccc(OC)c2oc1=O	.	4	0%[9.22 µM]	-19%	-3%	-11%	-7%	.	.
42	CC(C)N(C(=O)[C@H]1C[C@H](CC(=O)NCCN2CCOCC2)C(=O)N2CCc3c([nH]c4cc(-c5ccco5)ccc34)[C@]12C)C(C)C	-1%	-3	4%	-17%	4%	-2%	-11%	16%	4
43	Cc1ccc(CC(=O)Nc2ccc(C(=O)N3CCCCC3)cc2)cc1	6%	3	2%	-7%	-13%	53%[activator]	i	12%	16
44	Cc1cc(C)c(S(C)(=O)=O)c(Sc2ccc(Cl)cc2)n1	-3%	-1	?	3%	0%	20%	i	-4%	0
45	Cc1cccc(-n2c(C)cc(/C=C3\NC(=O)NC3=O)c2C)c1	-1%	-3	-1%	-23%	?	?	i	13%	3
